HEK293 viab = GF-AFC viability counterscreen for inhibitors of alpha-synuclein gene (SNCA) expression; hit rate 0.12% among 150,000; HEK-293-SNCA-luc viability, GF-AFC fluorescence, 24 h; Potency, µM (highest dose often 57.1 µM), without a hit: at the highest dose activity change, negative = cytotoxicity, usual class: cytotoxic;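 further: potency means the concentration at half of the fitted maximal effect; 0% = DMSO-treated cells and -100% = medium-only wells without cells; nearly all actives have a fitted effect of over 30% in size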
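HEK-293-SNCA-luc cells (1500/well) plated 24 h, then exposed 24 h to a dilution series; GF-AFC added 30 min at 37C, fluorescence 405/540 nm; normalised to medium-only and DMSO wells, Hill fit.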
3T3 cytotox = Cytotoxic Profiling in NIH 3T3 Cell Line of Diverse Libraries Using Quantitative High-Throughput Screening | AID 1345082, 2018 | Potency, µM (highest dose often 96.7 µM), inactives show at the top dose activity change, negative = cytotoxicity, actives largely listed as inhibitors | NIH 3T3 viability, CellTiter-Glo ATP luminescence, 48-72 h | hit rate 4.3% among 94,000; further: potency means the concentration at half of the fitted maximal effect; nearly all actives have a fitted effect of over 55% in size
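NIH 3T3 cells at 400 cells/well received 23 nL of compound by pintool and were incubated 48 or 72 h at 37 °C. Viability was read as ATP-coupled CellTiter-Glo luminescence.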
GPT2 inh = Primary qHTS assay for inhibitors of Glutamate pyruvate transaminase 2 (GPT2); hit rate 0.25% among 100,000; Potency, µM (top dose mostly 57.7 µM), for inactives: at the highest dose activity change, negative = inhibition, hits mostly inhibitors; Alanine aminotransferase 2 (Homo sapiens), Q8TD30; Recombinant GPT2, coupled pyruvate oxidase/HRP Amplex Red fluorescence; further: potency means the concentration at half of the fitted maximal effect; nearly all actives have a fitted effect of over 60% in size; many of its hits are not listed in these tables
Target sequence (Q8TD30 whole entry, looked up): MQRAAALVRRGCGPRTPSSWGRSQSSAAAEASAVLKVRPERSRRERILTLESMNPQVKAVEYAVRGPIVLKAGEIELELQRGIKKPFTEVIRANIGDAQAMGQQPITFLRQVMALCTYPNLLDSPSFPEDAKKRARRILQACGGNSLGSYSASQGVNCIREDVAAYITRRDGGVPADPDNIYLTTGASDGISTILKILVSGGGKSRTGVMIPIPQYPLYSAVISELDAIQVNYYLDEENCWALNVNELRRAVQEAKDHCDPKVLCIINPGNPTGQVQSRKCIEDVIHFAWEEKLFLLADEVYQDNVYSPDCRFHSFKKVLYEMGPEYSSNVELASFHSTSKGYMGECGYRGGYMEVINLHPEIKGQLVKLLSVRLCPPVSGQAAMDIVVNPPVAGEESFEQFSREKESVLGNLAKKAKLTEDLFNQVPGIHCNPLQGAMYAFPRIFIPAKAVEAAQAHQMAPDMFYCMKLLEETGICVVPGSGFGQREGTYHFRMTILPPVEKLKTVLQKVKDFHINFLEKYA
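Fluorescence read-out: pyruvate from GPT2 turnover coupled to pyruvate oxidase, HRP and Amplex Red (0.2mM ThPP, 0.2U/mL PO and HRP, 50uM Amplex final). Substrates 250uM a-KG, 2mM L-alanine; enzyme 10ng/uL; 30 min RT.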
IP6K1 inh = Primary qHTS assay for small molecule inhibitors of Inositol hexaphosphate kinase 1 (IP6K1); activity change, % (series mostly up to about 58 µM); Inositol hexakisphosphate kinase 1 (Homo sapiens), Q92551; hit rate 0.81% among 140,000; IP6K1 kinase, ADP-Glo luminescence, 2 h; stronger effect = lower value; in the data active means activity change below about -25%
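ADP-Glo luminescence measures ADP made by human IP6K1 during a 2 h RT reaction with ATP/IP6 (mix at 1.3 mM/130 uM); top library doses 57.5 and 19.1 uM final.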
SNCA expr inhib = Primary qHTS assay for inhibitors of alpha-synuclein gene (SNCA) expression | Potency, µM (titrated, usually from 57.2 µM), inactives show top-dose activity change, negative = inhibition, usual class: inhibitors | HEK-293 SNCA-luciferase knock-in, luminescence, 24 h | hit rate 0.17% among 140,000;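 further: potency means the concentration at half of the fitted maximal effect; plate controls were DMSO cells for no effect and cell-free wells for full effect; nearly all actives have a fitted effect of over 45% in size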
FLuc inh = Firefly luciferase inhibition profiling of diverse chemical library using quantitative high-throughput screening; Luciferin 4-monooxygenase (Photinus pyralis), P08659; AID 1347043, 2019; purified P. pyralis luciferase, luminescence, biochemical; Potency, µM (titrated, usually from 115 µM), without a hit: top-dose activity change, negative = inhibition, actives largely listed as inhibitors; hit rate 2.5% among 76,000; further: potency means the concentration at half of the fitted maximal effect; nearly all actives have a fitted effect of over 65% in size
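Purified 10nM P. pyralis luciferase with 10uM D-luciferin and 10uM ATP in 50mM Tris acetate pH 7.5, 10mM Mg acetate, 0.01% Tween-20, 0.05% BSA. qHTS titration; luminescence read by CCD imager.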
HEK293 tox = Cytotoxic Profiling in HEK 293 Cell Line of Diverse Libraries Using Quantitative High-Throughput Screening; hit rate 6.6% among 94,000; AID 1345083, 2018; HEK 293 viability, ATP luminescence (CellTiter-Glo), 48-72 h; Potency, µM (highest dose often 115 µM), for the others: top-dose activity change, negative = cytotoxicity, hits mostly inhibitors; further: potency means the concentration at half of the fitted maximal effect; nearly all actives have a fitted effect of over 60% in size
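Cytotoxicity was scored by loss of ATP-coupled luminescence (CellTiter-Glo) in HEK 293 cells. Compound treatment ran 48 or 72 hr at 37 degree Celsius, 5% CO2, 95% humidity.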
* hit, by the source's call; i = inactive; ? = inconclusive; · = no result given; [ ] = another dose, or the depositor's remark. Unless noted, the call rests on the fitted dose curve; in most records, active means well fitted curve in the direction sought with a large enough effect; inconclusive means small, poorly fitted or top-dose-only effect, or another doubt; inactive means no such curve, though single readings can be large; an effect the other way counts as inactive or inconclusive. Unless noted, on the % scale 0 is the no-effect control and ±100 the full control effect.

SMILES	HEK293 viab	3T3 cytotox	GPT2 inh	IP6K1 inh	SNCA expr inhib	FLuc inh	HEK293 tox
COc1ccc2c(c1)CCN=C2C[C@H]1CN(C(=O)c2ccc(F)cc2)CC[C@H]1CC(=O)O	2%[87.6 µM]	-13%[174 µM]	-27%[88.5 µM]	-4	-22%[87.6 µM]	5%[172 µM]	-25%[172 µM]
CCOc1ccc(S(=O)(=O)NCCc2sc3nc(-c4ccc(F)cc4)nn3c2C)cc1	2%	·	·	36	38%[activator]	·	·
COc1ccc(COC(=O)c2[nH]c3c(c2C)C(=O)CC(c2ccc(OC)c(OC)c2)C3)cc1 (stereo unspecified)	-7%	·	·	19	-9%	·	·
CC(C)c1noc([C@@H]2C[C@H](NS(=O)(=O)c3ccccc3)CN2C)n1	-2%[87.6 µM]	-5%[138 µM]	i	-2	-18%[87.6 µM]	11%[172 µM]	-7%[172 µM]
Cc1cccc(NC(=O)Cn2c(=O)n(CCCCCC(=O)NCc3ccc4c(c3)OCO4)c(=O)c3sccc32)c1	2%	·	·	9	-12%	·	·
O=C(NCc1cccnc1)c1ccc2nnc(-c3cc(C(F)(F)F)cc(C(F)(F)F)c3)n2c1	2%	-23%	i	-7	-1%	·	i
CCSc1ncc(Cl)c(C(=O)Nc2ccc(S(=O)(=O)N(C)c3ccccc3)cc2)n1	22%	·	·	-12	?	·	·
Cc1cccc(-c2noc(CN(C(=O)c3ccc(C)c(C)c3)C(C)C)n2)c1	-8%	·	·	-7	?	·	·
COCCCNC(=O)C1CCN(C(=O)c2ccc(-c3cccs3)cc2)CC1	·	?	·	-10	·	·	?
CC(NC(=O)CCc1cn(Cc2ccccc2Cl)c2ccccc12)c1ccccc1 (stereo unspecified)	-5%	·	·	54	-23%	·	·
COc1ccccc1-c1noc(CCCC(=O)Nc2cc(C)ccc2C)n1	-2%	·	·	14	6%	·	·
CN1CCOc2c(C(=O)NCC[S+](C)(=O)[O-])cc(-c3ccccc3)cc21	-3%[87.6 µM]	?	i	-16	-8%[87.6 µM]	12%[172 µM]	-13%[172 µM]
Cc1cc(=O)n(CC(=O)Nc2cc(F)ccc2F)c(-c2ccccc2)n1	-2%	-12%	i	3	-3%	-3%	?
CCOC(=O)C1=CN(CC(=O)Nc2cc(F)ccc2F)S(=O)(=O)N=C1C	6%	-3%	0%	0	-8%	-3%	-16%
Cc1ccc2c(C(=O)NCc3ccccc3Cl)cc(NC(=O)C(C)C)cc2n1	8%	?	i	11	1%	-25%	?
Cn1ncc(N2CCC(NC(=O)CC(C)(C)C)CC2)cc1=O	-4%	2%	?	18	7%	-7%	i
COc1cccc(Cn2c(=O)n(CC3CCC(C(=O)N4CCCCC4)CC3)c(=O)c3sccc32)c1 (stereo unspecified)	-29%	·	·	0	-27%	·	·
CCN1C(=O)C(Cc2nc3ccccc3c(=O)n2-c2ccc(OC)cc2)c2cc(C)ccc21 (stereo unspecified)	-8%	·	·	-4	2%	·	·
COc1ccc(C2C=C(c3cccc(OC)c3)Nc3c(C(=O)Nc4ccccc4)cnn32)cc1 (stereo unspecified)	?	·	·	-1	-11%	·	·
CCOC(=O)c1ccc(NC(=O)c2c(NCc3sccc3C)sc3c2CCCCC3)cc1	-8%	·	·	-9	44%[activator]	·	·
COc1ccc(CCNC(=O)c2c(-c3ccccc3)cc(=O)n3c2CCC3)cc1OC	7%	-24%	-6%	27	-8%	·	-3%
O=C(c1ccsc1)N1CCC2(CCC2N2CCOCC2)CC1 (stereo unspecified)	2%	-4%	2%	11	13%	·	-4%
O=C(Cc1c[nH]c2ncc(-c3ccccc3F)cc12)NCc1cccnc1	-12%[87.6 µM]	?	-17%[88.5 µM]	-16	?	?	?
O=C(Cc1cccc(Cl)c1)N1CCN(C(=O)c2nc3cccnc3n(CCc3ccccc3)c2=O)CC1	2%	?	-12%	10	-5%	·	?
O=C(CCN1CCCCO1)N1CCc2onc(-c3ccc(F)c(F)c3)c2C1	-14%	-16%	-15%	12	-8%	-11%	-29%
CC(C)CCCC(=O)N1C[C@@H](C(=O)O)C[C@@H](C(=O)NCc2ccncc2)C1	4%	0%	-8%	-2	-10%	6%	i
O=C(c1ccc(C(F)(F)F)cc1)N1CCN2C(=O)N(C3CCCCC3)C[C@H]2C1	-7%[87.6 µM]	?	-14%[88.5 µM]	16	12%[87.6 µM]	-1%[172 µM]	?
COc1ccc(N2CCN(C(=O)c3cc(NS(=O)(=O)c4ccc(F)cc4)ccn3)CC2)cc1	5%	·	·	5	36%[activator]	·	·
Cc1ccc(-c2nnc(C3CN(C(=O)c4ccc(C)nc4)CC34CCOCC4)o2)cc1 (stereo unspecified)	-13%	1%	2%	13	3%	-4%	-4%
COc1ccc(C(=O)CCC(=O)Nc2ccc(C)c(Cl)c2)cc1	9%	·	·	-2	11%	·	·
COc1ncccc1-c1cnc2[nH]cc(CC(=O)N(C)Cc3ccccc3)c2c1	?	?	i	-16	16%[87.6 µM]	-9%[172 µM]	?
O=C(CCn1c(=O)c2cccn2c2cccnc21)N1CCN(c2cccc(Cl)c2)CC1	-4%	·	·	-7	-27%	·	·
COc1ccc(N2CC(c3noc(-c4ccc(C)cc4C)n3)CC2=O)cc1 (stereo unspecified)	-1%	?	i	-1	9%	-5%	?
CN(C1CCCCC1)S(=O)(=O)c1ccc2c(c1)c(=O)c(C(=O)NCCc1ccc(Cl)cc1)cn2C	0%	·	·	23	39%[activator]	·	·
OCC1CN(Cc2cc(F)cc(Br)c2)CC12CCNCC2 (stereo unspecified)	3%[12.5 µM]	?	i	4	4%	-4%	32µM*
O=C(Nc1ccccc1)N1CC(n2cc(C(=O)N3CCOCC3)nn2)C1	8%	-29%	1%	6	15%	0%	-14%
C[C@@H]1O[C@@H](O[C@H]2[C@H](O)[C@@H](O)[C@H](OC3CCC4(C)C5CCC(C)(C(CO)OC6OC(CO)C(O)C(O)C6O)CC5=CCC4C3(C)C)O[C@@H]2CO)[C@H](O)[C@H](O)[C@H]1O (stereo partly specified)	-10%[23.9 µM]	·	-7%[17.1 µM]	50	·	·	·
CCC1Oc2ccc(NC(=O)COc3ccccc3)cc2CN(Cc2ccccc2Cl)C1=O (stereo unspecified)	-11%	?	-12%	-1	-5%	-3%	?
COc1cccc(-c2cc3c(=O)n(CCNC(=O)c4cccnc4)ccn3n2)c1	1%	-4%	i	-12	111%[activator]	?	3%
CC(C)(C)c1cnc([C@@H]2COCCN2Cc2ccc(C(=O)O)cc2)[nH]1	5%[87.6 µM]	?	?	16	5%[87.6 µM]	-7%[172 µM]	-4%[172 µM]
CCCCNC(=O)c1cccc2c1CCN2C(=O)Nc1ccccc1	-7%	-25%	i	7	?	3.5µM*	?
CCOc1ccc(S(=O)(=O)NCc2cccn2Cc2cccc(C)c2)cc1	-4%	·	·	23	19%	·	·
CCc1ccc(Nc2ncnc3c2cnn3-c2cc(Cl)ccc2C)cc1	-2%	·	·	3	56%[activator]	·	·
CN1CCCCC12Cc1ccccc1CN(C(=O)C1CCCC1)C2 (stereo unspecified)	-8%	i	i	-8	-23%	·	-8%
Cc1cccn2c(=O)c(C(=O)NCCc3ccc(Cl)cc3)cnc12	-8%	·	·	8	67%[activator]	·	·
Cc1nc(N2CCC(NC(=O)C(C)c3ccccc3)CC2)cc(C(F)(F)F)n1 (stereo unspecified)	6%	-29%	i	0	?	7%	-15%
O=C(NCCc1ccncc1)C1CN(C(=O)Cc2ccccc2Cl)CC12CCOCC2 (stereo unspecified)	9%	2%	i	14	3%	-4%	1%
Cn1ncc(N2CCC(CNC(=O)C3=Cc4ccccc4OC=C3)C2)cc1=O (stereo unspecified)	-3%	?	-10%	-1	17%	?	-38%
COc1ccc2c(CNCCc3cccs3)c(C(=O)O)n(Cc3cccc(F)c3)c2c1	?	·	·	3	-19%	·	·

Screening data as filed in PubChem BioAssay.

A portion of the library; count on the stated rates, not on these rows.
